From PubChem BioAssay
MBD2 inh = blocks human MBD2 binding to methylated DNA; Q9UBB5; TR-FRET, MBD2 binding to methylated oligonucleotide; inhibition, % at 4.4 µM; actives 0.31% (n = 370,000); AID 686964; in the data active = inhibition above about 13%
DAX1 inh-1 = inhibitors of human orphan nuclear receptor DAX1 (NR0B1); AID 504766; actives 0.99% (n = 340,000); HEK293 Gal4-DAX1 luciferase reporter, luminescence; inhibition, % at 6.75 µM; P51843;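 active = inhibition above the mean over all tested compounds plus 3 SD, cut at about 4.2% in these data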;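 also: 0% = DAX1-transfected cells with DMSO and 100% = empty-vector control cells with DMSO; inhibition shows as a rise in luminescence from relieved DAX1 repression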
Target sequence (P51843 207-470 limits assumed): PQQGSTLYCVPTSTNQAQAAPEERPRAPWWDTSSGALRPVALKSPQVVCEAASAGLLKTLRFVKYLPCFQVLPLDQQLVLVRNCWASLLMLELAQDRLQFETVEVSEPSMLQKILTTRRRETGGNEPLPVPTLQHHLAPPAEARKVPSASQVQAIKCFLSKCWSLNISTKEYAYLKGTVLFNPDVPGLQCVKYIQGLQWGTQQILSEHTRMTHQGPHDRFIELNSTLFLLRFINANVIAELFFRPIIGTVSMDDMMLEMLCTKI
ssDAF-12 act = activates DAF-12 receptor from parasite S. stercoralis | actives 1% (n = 370,000) | HEK293 ssDAF-12/GRIP1 lit1-tk-luc reporter, luminescence; % of 3 µM dafachronic acid response | activation, % at 6.8 µM;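 active = activation above the mean over all tested compounds plus 3 SD, cut at about 0.9% in these data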;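 also: 0% = DMSO-only wells and 100% = 3 µM delta7-dafachronic acid wells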
DAX1 inh-2 = blocks DAX1 repression of SF-1 activated StAR promoter; HEK293T StAR-luciferase reporter, SF-1/DAX-1 repression relief; inhibition, % at 6.8 µM; actives 1.1% (n = 370,000); AID 652010;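 active = inhibition above the mean over all tested compounds plus 3 SD, cut at about 3.6% in these data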;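 also: 0% = DAX-1 cells with DMSO and 100% = cells lacking DAX-1 with DMSO; higher inhibition means more luminescence from relief of DAX-1 repression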
hcDAF-12 act = activates DAF-12 receptor from parasite H. contortus | HEK293 hcDAF-12 lit1-tk-luc reporter, luminescence; 0% DMSO, 100% Δ7-dafachronic acid | actives 1.4% (n = 370,000) | activation, % at 6.8 µM | AID 652067;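 active = activation above the mean of all tested compounds plus 3 SD, cut at about 5.5% in these data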;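 also: 100% = response to 3 µM Δ7-dafachronic acid high control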
hgDAF12 agonist = hgDAF-12 agonism, primary luciferase screen; HEK293 GAL4-hgDAF12 UAS-luciferase reporter, agonist luminescence; normalized to butyrate control; activation, % at 6.8 µM; actives 1.8% (n = 370,000);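 active = activation above a cutoff set at the mean of all screened compounds plus 3 SD, cut at about 10% in these data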;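 also: 0% = DMSO wells and 100% = sodium butyrate wells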
SMARCA2 activ = SMARCA2 function activation, primary screen; MG213 cells, MMTV-luciferase reporter, dexamethasone, overnight; activation, % at 9.1 µM; actives 1% (n = 370,000); in the data active = activation above about 7.8%;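 also: 0% = vehicle wells and 100% = reference activator wells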
PLCb3 inh = inhibitors of human phospholipase C beta3. inhibition, % at 12.2 µM. Purified PLC-beta3, fluorogenic substrate, fluorescence. Q01970. actives 0.18% (n = 370,000); in the data active = inhibition above about 11%;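 also: 0% = median of compound wells on plate and 100% = full blocker control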
ADAM17 inh = inhibitors of human ADAM17 | AID 720648 | actives 0.83% (n = 370,000) | inhibition, % at 6.95 µM | recombinant ADAM17, EDANS/DABCYL FRET peptide cleavage;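 active = inhibition above the mean of compounds lying between control limits plus 3 SD, set per campaign, cut at about 8.5% in these data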;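 also: 0% = DMSO-only wells as the low control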
PLCg1 inh = blocks human PLC-gamma1 enzyme activity | purified PLC-gamma1, fluorogenic substrate, fluorescence | actives 0.84% (n = 370,000) | inhibition, % at 12.2 µM | P19174; in the data active = inhibition above about 9.5%
NR1D1 modulator = modulates human Rev-erb alpha binding to DNA; Rev-erbα–FITC-DNA binding, fluorescence polarization, 90 min; activity, % at 10 µM; AID 1259318; actives 0.79% (n = 370,000);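 active = activity above about 14%, limit read from the data; passing the limit was not always enough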;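 also: 0% = DMSO wells with 35 nM protein and 100% = DMSO wells with 750 nM protein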
Target sequence (P20393 whole entry, looked up): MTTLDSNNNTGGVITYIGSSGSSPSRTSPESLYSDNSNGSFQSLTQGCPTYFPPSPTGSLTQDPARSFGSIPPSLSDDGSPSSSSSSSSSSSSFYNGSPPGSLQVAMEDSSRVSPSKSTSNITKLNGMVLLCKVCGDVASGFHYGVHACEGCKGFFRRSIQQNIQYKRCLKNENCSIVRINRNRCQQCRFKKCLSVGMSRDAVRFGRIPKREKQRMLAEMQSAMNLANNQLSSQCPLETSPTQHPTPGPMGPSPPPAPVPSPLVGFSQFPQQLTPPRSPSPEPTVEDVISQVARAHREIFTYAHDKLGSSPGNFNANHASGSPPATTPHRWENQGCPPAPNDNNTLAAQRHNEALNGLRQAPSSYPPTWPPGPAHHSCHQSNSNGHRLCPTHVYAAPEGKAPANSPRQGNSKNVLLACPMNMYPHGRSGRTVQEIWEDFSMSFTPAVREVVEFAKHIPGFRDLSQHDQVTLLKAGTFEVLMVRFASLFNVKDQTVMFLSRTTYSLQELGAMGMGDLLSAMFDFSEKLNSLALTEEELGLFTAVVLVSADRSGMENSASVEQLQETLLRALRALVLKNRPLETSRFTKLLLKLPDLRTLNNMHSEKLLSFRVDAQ
* = called active by the depositor; x = no result given. An unsorted share of the library; 7.4% or so of the library scored in one or more.

Each structure is followed by: MBD2 inh	DAX1 inh-1	ssDAF-12 act	DAX1 inh-2	hcDAF-12 act	hgDAF12 agonist	SMARCA2 activ	PLCb3 inh	ADAM17 inh	PLCg1 inh	NR1D1 modulator
> N/C(=N\OC(=O)c1ccccc1Br)c1cccc([N+](=O)[O-])c1
→ 0	3.0	-0.5	2.1	3.7	8.0	6	-4	-4	-1	0
> CC(=O)NCCn1c(SCc2ccccc2C)nc2ccccc2c1=O
→ -1	-1.1	-1.4	-1.7	-1.2	-2.8	-3	-2	-4	-1	-3
> O=C1NC(=O)C(Cc2ccccc2)(c2ccccc2)N1 (centres undefined)
→ 6	0.0	-0.3	0.0	1.1	-0.5	-3	0	6	4	1
> CC(NC(=S)NC(=O)c1ccccc1Br)c1ccccc1 (centres undefined)
→ -1	0.2	0.1	0.0	1.2	2.0	-2	-7	1	-2	0
> O=C(O)c1cccc(Oc2ccc(C(=O)O)c([N+](=O)[O-])c2)c1
→ 8	-0.7	-0.4	-0.9	-0.9	-0.2	1	-1	-5	1	0
> CN(CC(=O)Nc1cccc(F)c1)C(=O)c1ccc2c(c1)OCCO2
→ 4	1.7	-0.5	0.3	-0.8	2.2	-1	-11	-3	-3	1
> COc1ccc(NC(=O)c2cc(-c3ccccc3)oc2C)cc1
→ 0	-1.1	-1.6	-0.2	-0.6	-0.3	-1	-2	4	-6	2
> COc1cc(C(=O)NCc2ccncc2)cc(Br)c1OCc1ccccc1
→ -4	-1.8	-1.6	-1.0	-4.0	-4.9	-4	-5	1	0	0
> CCCN1CCN(c2ccc([N+](=O)[O-])cc2C#N)CC1
→ 2	0.2	-0.9	0.2	-2.5	-1.8	0	4	0	1	-1
> Cc1ccccc1OCCOC(=O)c1c(-c2ccccc2)noc1C
→ 6	-1.9	-1.0	-1.0	-3.0	-1.3	3	-10	1	2	4
> O=C(/C=C/c1ccccc1)NCCSCc1ccccc1
→ -2	-0.6	-1.3	0.5	2.4	0.3	0	-4	0	-4	-3
> COc1ccc(NC(=S)NCC2CCCO2)c(C)c1 (centres undefined)
→ -6	-0.7	-1.3	0.3	-0.2	2.2	-2	5	0	3	0
> CCOC(=O)[C@@H]1CSCCS(=O)(=O)N1Cc1ccccc1Br
→ -1	-0.5	-0.9	-0.6	-1.2	-0.3	1	4	-2	-3	6
> O=C1C(=O)N(CCN2CCOCC2)C(c2ccncc2)/C1=C(/O)c1ccc2c(c1)OCO2 (centres undefined)
→ -4	0.8	-1.2	-0.2	-0.1	0.5	-1	-12	-2	-11	-8
> Cn1c(/C=N/n2cnnc2)nc2ccccc21
→ -3	0.1	-0.1	0.0	4.7	2.1	2	-428	-149	-414	x
> CC1=C(CC/C(C)=N/NC(N)=S)C(C)(C)CCC1
→ -5	-0.3	-1.4	-1.0	-0.8	-1.3	-1	-7	0	-39	5
> CCCCOc1ccc(/C=C/C(=O)OCC(=O)NC(=O)NCC(C)C)cc1OCC
→ 2	-0.1	-1.5	-0.3	-0.7	-0.4	-6	2	3	0	-1
> C/C(=N\N1CCN(c2ccc(Cl)cc2)CC1)c1cccs1
→ -3	0.1	-1.2	0.0	-2.3	-1.4	-1	1	1	4	-1
> COCCN1C2=C(COC(C)(C)C2)C(=S)NC1c1ccccc1 (centres undefined)
→ 3	2.6	-1.1	0.1	0.0	-2.1	-4	-21	-11	-10	1
> Cc1nc([N+](=O)[O-])cn1CC(=O)Nc1ccc2c(c1)OCO2
→ -3	0.7	-1.2	-0.1	-0.8	0.9	-1	4	0	2	-3
> O=S(=O)(N[C@H]1C[C@@H](NS(=O)(=O)OCC(Cl)(Cl)Cl)C2CCCCC21)OCC(Cl)(Cl)Cl (some centres undefined)
→ 5	1.0	-0.5	0.6	0.3	-0.5	-1	0	-3	2	-4
> CN(CC(=O)Nc1ccc(F)cc1)CC(=O)Nc1ccc(Cl)c(S(=O)(=O)N2CCOCC2)c1
→ 0	0.5	-1.7	-0.9	-2.4	-2.5	-4	-2	0	2	-8
> Cn1ccnc1C(O)c1ccccc1 (centres undefined)
→ 2	-0.5	-0.9	-0.3	-0.1	-2.3	0	-1	-5	2	2
> O=c1oc2ccc(Br)cc2cc1-c1nc2ccccc2o1
→ 4	-0.2	-1.0	0.3	1.5	-0.4	1	-97	-11	-72	-3
> COc1cc(C2CC(=O)Oc3c(C(CCN4CCCC(C)C4)c4ccc(N(C)C)cc4)c(OC)cc(OC)c32)cc(OC)c1OC (centres undefined)
→ -4	-0.1	-1.0	-0.1	-1.0	0.5	-1	-5	-2	-1	-1
> CCOC(=O)C1CCCN(C(=O)C(=O)Nc2ccc3nc4n(c(=O)c3c2)CCCCC4)C1 (centres undefined)
→ 0	-1.2	-1.6	-0.2	-0.7	-4.2	-1	0	-2	0	11
> COc1ccccc1Nc1nc2nonc2[nH]c1=O
→ -1	0.6	0.4	-0.6	2.5	-2.0	0	-7	-3	-8	0
> COc1ccc(C(=O)N/N=C(\N)c2cc3ccccc3oc2=O)cc1
→ -1	0.4	-1.1	0.0	1.9	-0.7	-2	-25	1	-10	11
> N/C(=N\OC(=O)COc1ccc(Cl)cc1Br)c1cccnc1
→ 4	1.1	-0.7	1.1	1.8	11*	4	-1	-4	1	2
> CC(=O)c1cccc(NC(=O)CN2CCc3cc4c(cc3C2C)OCCCO4)c1 (centres undefined)
→ 2	-0.1	-1.6	-3.2	-4.3	-5.0	-3	-37	-4	-31	-5

Next section:
Each structure is followed by: MBD2 inh	DAX1 inh-1	ssDAF-12 act	DAX1 inh-2	hcDAF-12 act	hgDAF12 agonist	SMARCA2 activ	PLCb3 inh	ADAM17 inh	PLCg1 inh	NR1D1 modulator
> Cn1c(CC(=O)Nc2ccccc2F)nnc1SCC(=O)Nc1nccs1
→ 1	-0.3	-0.5	-0.1	-2.6	-0.9	-1	-7	-3	0	3
> Oc1ccc(C[C@H]2CN([C@@H](Cc3cccc(O)c3)CN3CCC[C@@H]3CN3C(=S)NC[C@@H]3Cc3ccccc3)C(=S)N2CC2CCCCC2)cc1
→ -3	x	-0.6	3.2	0.6	-3.2	-5	4	14*	10*	1
> COc1cccc(C(C(=O)NC2CCCC2)N2CCN(c3ncccc3C#N)CC2)c1OC (centres undefined)
→ -1	x	-1.1	-0.4	-1.4	-1.6	-3	-1	-2	0	-6
> CCN(CC)c1ccc(NC(=O)COc2ccc(N(C)S(=O)(=O)c3cccs3)cc2)cc1
→ 8	-0.7	-1.6	0.1	-1.0	4.4	-3	-9	1	7	-6
> CC(=O)c1cc(-c2ccccc2)n(CC(=O)N2CCN(C3CCCC3)CC2)c1C
→ 1	-0.6	-1.6	0.0	-1.6	2.5	1	-15	-16	-13	-8
> CC(C)=CCC(C)(C)CNC(=O)NC1CCCCC1
→ -3	-0.4	-1.2	0.2	0.8	1.1	4	-2	-2	-2	-2
> N#Cc1ccccc1Sc1ccccc1C(=O)OCC(=O)N1CCN(C(=O)c2ccco2)CC1
→ -2	-2.0	-1.5	0.5	-0.9	2.3	-4	4	6	2	2
> COCCCNC(=O)CCc1c(C)nc2c(c(C)nn2-c2ccc(C)cc2)c1C
→ 4	-0.4	-0.7	0.1	-0.1	0.3	1	-166	-103	-118	-2
> Cc1sc2ncnc(SCC(=O)NC(=O)c3cccn3C)c2c1C
→ -2	0.8	-1.2	-1.6	0.9	2.6	0	-15	-1	-8	39*
> Cc1cn([C@H]2C[C@H](O)[C@@H](CCC(=O)NCc3cccs3)O2)c(=O)[nH]c1=O
→ -1	x	-0.6	-0.2	-0.4	0.3	2	-2	-5	-1	8
> CN1CCC(N(C)C(=O)c2ccccc2F)CC1
→ 4	1.1	-0.6	0.2	-2.0	-0.6	0	-1	0	-1	-3
> COC(=O)C1=CN(c2ccc(C(C)(C)C)cc2)C(N)=C(C#N)C1c1cccc2ccccc12 (centres undefined)
→ 2	x	-1.0	5.2*	1.1	-6.3	-4	-29	-2	-19	6
> CCCCC[C@@H](C)N1C[C@@H](COCc2ccccc2)Oc2cc(N3CCC[C@H]3C(N)=O)ccc2S1(=O)=O
→ 2	x	-0.8	0.1	-1.4	0.3	-3	4	16*	3	2
> CCc1ccc(CNc2ccc3c(c2)ncn3CC)cc1
→ 1	0.5	-1.0	1.5	3.6	9.2	1	-57	-14	-38	-6
> S=C(NCCc1cccc(Cl)c1)NC1CCCCC1
→ -5	2.4	-0.3	2.8	3.6	14*	6	-5	3	-2	0
> CCOC(=O)N1CCN(c2nc3c(C)cccn3c(=O)c2C=O)CC1
→ 5	-2.0	-1.6	-0.3	-1.2	-0.2	-1	-4	-5	-3	0
> CCc1ccc(CNC(=O)C2CCN(S(=O)(=O)N3CCCCC3)CC2)cc1
→ 1	0.6	-1.5	-0.3	-0.8	-3.0	-7	-3	-3	2	0
> COC(=O)c1ccc2c(=O)n(-c3ccccc3)c(=S)[nH]c2c1
→ -1	-0.5	-1.6	-1.2	-0.8	-1.7	-1	1	-1	1	-4
> COc1ccc(-c2ccc(CN3C(C(C)C)C(=O)N(Cc4cn(CCC5OCCCO5)nn4)CCS3(=O)=O)cc2)cc1OC (centres undefined)
→ -5	-2.0	-0.3	0.4	-0.8	-0.8	-2	0	-3	-2	4
> O=C(CSc1nnc(NC(=O)C2CC(=O)N(c3ccc(F)cc3)C2)s1)NC1CCCC1 (centres undefined)
→ 1	1.0	-0.7	0.5	1.5	2.7	-1	-18	-4	-5	-5
> CCC(C)n1c(=N)c(C#N)cc2c(=O)n3ccccc3nc21 (centres undefined)
→ -2	0.0	-1.2	-0.1	-1.4	0.4	1	-77	-103	-69	-1
> CC(C)C(=O)N1CCC(c2nc(-c3ccc(S(=O)(=O)N4CCCC4)cc3)no2)CC1
→ -2	-0.8	-1.1	-0.1	0.0	0.6	1	-1	-4	0	4
> O=C(NCCc1ccccc1)C1CCCN1S(=O)(=O)c1ccccc1 (centres undefined)
→ -1	x	-1.5	-0.6	-0.6	3.7	3	-1	-4	3	1
> O=C(COC(=O)c1cccc(OC(F)F)c1)Nc1cc(S(=O)(=O)N2CCCC2)ccc1Cl
→ -5	1.2	-0.5	-0.8	-0.6	-2.2	-5	0	7	0	-1
> CCOc1ccc(/C=C2/C(=N)N3OC(C)=CC3=NC2=O)cc1OC
→ -5	-0.3	-1.6	-0.1	0.8	4.4	1	4	1	1	0
> O=C1OCCC1Sc1nnc(-c2ccc(Br)cc2)o1 (centres undefined)
→ 0	-0.7	-1.5	-0.6	-0.7	-3.5	-1	1	0	1	-2
> CC(C)Oc1cccc(C(=O)Nc2ccc(NC(=O)c3ccco3)cc2)c1
→ 0	0.1	-1.9	-0.5	-0.6	-4.0	0	3	-5	1	0
> COc1ccccc1/C=C/C(=O)NC(=S)N1CCN(C)CC1
→ 2	3.5	-1.5	3.9*	-0.5	-0.3	0	-13	-6	-6	-2
> COCc1cc(C)nc(OCC(=O)N/N=C/c2ccc(-c3cc([N+](=O)[O-])ccc3C)o2)c1C#N
→ -1	0.2	-0.8	0.5	0.7	0.7	-2	1	-2	1	-7
> O=C(Nc1ccc(Cl)c(Cl)c1)c1ccc(Cn2cc(Cl)cn2)cc1
→ -1	1.5	-1.3	0.3	-1.0	7.2	2	-5	8	-1	-1
